# Bioassay records from PubChem BioAssay.
# NCI-60 one-dose screen, 48 h, at 10 µM unless noted. Numbers give growth in % (100 = growth as untreated, 0 = no growth, -100 = all killed).
# 786-0 = 786-0 renal cancer cells | actives 5.1% (n = 81,000)
# ACHN = ACHN renal cancer; actives 4.9% (n = 81,000); AID 1794771
# NCI-H460 = NCI-H460 lung cancer; actives 6.8% (n = 82,000); AID 1794736
# RXF 393 = RXF 393 renal cancer cells | actives 6.9% (n = 77,000)
# TK-10 = TK-10 renal cancer cells | AID 1794769 | actives 3.9% (n = 81,000)
# CAKI-1 = CAKI-1 renal cancer. actives 4.7% (n = 75,000). AID 1794772
# NCI-H322M = NCI-H322M lung cancer | actives 2.7% (n = 80,000)
# NCI-H522 = NCI-H522 lung cancer; actives 8% (n = 78,000); AID 1794739
# UO-31 = UO-31 renal cancer; actives 5.2% (n = 81,000); AID 1794768
# An asterisk follows results filed as active; . = no result given; & = joins results of further samples; ! = not active in a repeat; [ ] = remark or other dose. The calls were made as follows: active = growth percent below 10; inactive = the rest. This is a random part of the collection (roughly 11% active in at least one column).
SMILES,786-0,ACHN,NCI-H460,RXF 393,TK-10,CAKI-1,NCI-H322M,NCI-H522,UO-31
O=C(COc1ccc([N+](=O)[O-])cc1Cl)N1CCOCC1,99,107,103,373,122,110,122,108,93
CN1CCN(CCCOc2ccc3nc(Nc4ccc(Cl)c(C(F)(F)F)c4)ccc3c2)CC1,69,56,44,59,76,84,54,90,70
O=C(Cc1ccc([N+](=O)[O-])cc1)Oc1ccccc1,104,110,114,122,104,117,103,97,77
COc1cc(C2=NN(c3cc(Cl)cc(Cl)c3)C(c3sc(N(C)Cc4ccccc4)nc3Cl)C2)cc(OC)c1OC (stereo not drawn),89,102,107,107,97,60,92,75,78
CN(C(=O)NCc1cccc(F)c1Cl)[C@H](COC(=O)Nc1cc2ccccc2cn1)CC(O)CO (stereo partly drawn),68,107,100,85,101,26,86,84,52
Nc1ccc(C(=O)/C=C/c2cc3ccccc3nc2Cl)cc1,107,91,97,119,113,68,97,86,78
C/C=C(\C)C(=O)NC1=CC[C@@]2(C)C(=CCC3C2CC[C@@]2(C)C3CC[C@@H]2C(C)N(C)C)C1=O (stereo partly drawn),44,66,17,11,58,64,37,78,1.1*
COc1cc2nccc(Oc3ccc(NC(=O)C4(C(=O)Nc5ccc(F)cc5)CC4)cc3)c2cc1OC(=O)c1ccc(N)cc1,-17*,40,25,-10*,72,21,43,21,9.2*
CN(C)C(=O)OC/C=C/c1ccccc1,87,99,103,.,108,99,102,95,81
O=c1c2ccccc2nc(SCc2ccc(Cl)cc2)n1CCc1ccccn1,88,101,65,97,89,65,101,62,54
COCC(O)CN1CCN(c2ccccc2)CC1 (stereo not drawn),96,96,99,91,95,84,98,92,82
COC(=O)C(Cc1ccc(O)cc1)n1cc(COc2nc(Cl)nc(N3CCCC3)n2)nn1 (stereo not drawn),101,100,107,115,102,96,102,94,83

# Complete entries from above.
# COc1cc2nccc(Oc3ccc(NC(=O)C4(C(=O)Nc5ccc(F)cc5)CC4)cc3)c2cc1OC(=O)c1ccc(N)cc1 in the list: 786-0: -17*; ACHN: 40; NCI-H460: 25; RXF 393: -10*; TK-10: 72; CAKI-1: 21; NCI-H322M: 43; NCI-H522: 21; UO-31: 9.2*
# Nc1ccc(C(=O)/C=C/c2cc3ccccc3nc2Cl)cc1 in the list: 786-0: 107; ACHN: 91; NCI-H460: 97; RXF 393: 119; TK-10: 113; CAKI-1: 68; NCI-H322M: 97; NCI-H522: 86; UO-31: 78

# Some of the entries so far, field by field.
CN(C)C(=O)OC/C=C/c1ccccc1
  786-0: 87
  ACHN: 99
  NCI-H460: 103
  RXF 393: .
  TK-10: 108
  CAKI-1: 99
  NCI-H322M: 102
  NCI-H522: 95
  UO-31: 81
COc1cc2nccc(Oc3ccc(NC(=O)C4(C(=O)Nc5ccc(F)cc5)CC4)cc3)c2cc1OC(=O)c1ccc(N)cc1
  786-0: -17*
  ACHN: 40
  NCI-H460: 25
  RXF 393: -10*
  TK-10: 72
  CAKI-1: 21
  NCI-H322M: 43
  NCI-H522: 21
  UO-31: 9.2*

# Following part.
SMILES,786-0,ACHN,NCI-H460,RXF 393,TK-10,CAKI-1,NCI-H322M,NCI-H522,UO-31
CCCC(C(C)=O)C(C)=O,104,103,101,111,115,93,104,111,95
O=C1OC(c2ccc3c(c2)CCCC3)=C/C1=C/C=C\c1ccccc1,95,102,102,109,96,93,101,87,92
Cc1ccc(C)c2c1sc1nc(Oc3ccc(Cl)cc3)c(C#N)c(=N)n12,97,100,104,127,.,80,100,.,68
CCN1C(=O)N(CC)C2C1NN=c1s/c(=C\c3cccc(F)c3)c(=O)n12 (stereo not drawn),12,29,1.3*,.,62,41,50,-1.0*,51
CCOC1=Nn2c(CCC(=O)c3nc4ccccc4[nH]3)nnc2SC1,107,92,110,116,153,102,90,102,80
CCCCCCCOc1cccc(/C=C2\N=C3SCCCN3C2=O)c1,93,96,103,116,96,94,101,62,79
Cc1ccc(S(=O)(=O)OCCCCCCCCCCOS(=O)(=O)c2ccc(C)cc2)cc1,93,95,97,124,108,.,110,92,81
CCN1C(=S)N(c2ccccc2)C2C1NN=c1s/c(=C3\C(=O)N(C(C)C)c4ccccc43)c(=O)n12 (stereo not drawn),94,80,48,107,87,76,83,79,81
Brc1ccc2oc3ccccc3c2c1,99,105,98,83,118,96,91,110,92
Nc1c(C(=O)c2ccccc2)nnc2ncnn12,97,122,106,110,96,104,98,88,101
COc1ccc(-c2nc3ncccn3c2-c2nnc(-c3cc(OC)c(OC)c(OC)c3)o2)cc1,92,88,95,86,112,95,94,91,54
COc1ccc(C2CC(c3ccccc3)=NN2c2nc(C)c(C(C)=O)s2)cc1 (stereo not drawn),101,95,106,94,110,87,99,88,77
C=COCCCCCCCCCCCCCCCCCC,102,108,107,119,101,100,137,97,124
CC(Oc1ccc(C(=O)NS(=O)(=O)C(C)(C)C)cc1C(F)(F)F)c1ccc(Oc2ccccc2)cc1 (stereo not drawn),103,105,113,118,93,99,107,88,81
c1ccc(COC(Cc2ccccc2)OCc2ccccc2)cc1,93,111,109,109,93,.,100,95,87
CC1=CC(=O)C2=C(C)CC(OC(=O)c3ccco3)[C@@H]3[C@H](OC(=O)[C@@H]3C)[C@@H]12 (stereo partly drawn),94,102,103,110,102,94,93,86,84
Cc1ccc(C(=O)c2ccc3nc(-c4ccc(F)cc4)n(C)c3c2)cc1,101,103,119,119,99,93,108,101,94
Cc1ccc2c(c1)C(=O)c1c-2c(OCCCN(C)C)nc2ccccc12,45,-6.5*,-8.2*,30,37,24,20,-11*,3.1*
C=C(C)[C@@H]1CC[C@]2(C(=O)NCCCC[C@@H](CO)NCCN)CC[C@]3(C)[C@H](CC[C@@H]4[C@@]5(C)CC[C@H](O)C(C)(C)[C@@H]5CC[C@]43C)[C@@H]12,94,109,103,118,123,84,99,105,86
C/C(=N/O)c1ccc(N2C(=O)c3ccc(C(C)(C)C)cc3C2=O)cc1,95,108,106,122,76,84,95,87,81
O=[N+]([O-])c1ccc(Oc2cccc3ccccc23)c([N+](=O)[O-])c1,97,102,98,103,94,91,99,84,78
COc1ccc2c(c1)c(-c1nnc(-c3cn(C)c4ncccc34)o1)cn2C,97,54,96,77,91,40,91,61,26
Cc1nn(-c2ccccc2)c(Oc2ccccc2)c1/C=N\N=c1/sc2ccccc2n1C,98,96,90,93,118,91,91,78,82
COc1cc([C@@H]2c3cc4c(cc3[C@H](O)[C@H]3COC(=O)[C@@H]23)OCO4)cc(OC)c1OC,-75*!,32&25,-1.7*,28&40,69&21,8.7*!,24&39,-44*,37&23

# Copied from the results shown for reference:
SMILES,786-0,ACHN,NCI-H460,RXF 393,TK-10,CAKI-1,NCI-H322M,NCI-H522,UO-31
COc1ccc2c(c1)c(-c1nnc(-c3cn(C)c4ncccc34)o1)cn2C,97,54,96,77,91,40,91,61,26
Cc1nn(-c2ccccc2)c(Oc2ccccc2)c1/C=N\N=c1/sc2ccccc2n1C,98,96,90,93,118,91,91,78,82
COc1cc([C@@H]2c3cc4c(cc3[C@H](O)[C@H]3COC(=O)[C@@H]23)OCO4)cc(OC)c1OC,-75*!,32&25,-1.7*,28&40,69&21,8.7*!,24&39,-44*,37&23

# Additional entries follow.
SMILES,786-0,ACHN,NCI-H460,RXF 393,TK-10,CAKI-1,NCI-H322M,NCI-H522,UO-31
Oc1ccc2ccccc2c1N=Nc1ccc2ncsc2c1,107,103,113,123,162,.,91,87,72
CC(=O)c1c(C)n2c(=O)cc(C)c3c(O)c(O)cc1c32,94,100,111,116,123,120,102,100,87
COc1cc(/C=C/C(=O)Nc2ccc3c(c2)/C(=C\c2cc(OC)c(OC)c(OC)c2)C(=O)N3)cc(OC)c1OC,87,73,96,.,.,98,81,20,59
O=C1CCSC(=S)N1CCc1ccccc1,103,105,103,106,107,96,101,90,86
COc1cc(/C=C/C(=O)c2ccc(NC(=O)CSc3nnc(-c4cc(-c5ccc(S(C)(=O)=O)cc5)nc5ccccc45)n3-c3ccccc3)cc2)cc(OC)c1OC,106,100,100,103,125,90,103,98,88
O=C1NN(C(=O)c2ccc3ccccc3c2)C(c2ccccc2)=N/C1=C/c1ccoc1,95,85,84,67,133,73,95,25,46
CCCCCCCCCCCCOC(=O)c1nn(C(C)=O)c2ccccc12,101,106,114,88,109,92,104,97,86
CC(C)(C)OC(=O)CC(S(=O)(=O)c1ccccc1)S(=O)(=O)c1ccccc1,105,18,.,69,21,91,.,-36*,61
Cc1nn(-c2nc3ccccc3[nH]2)c2c1C(c1ccc(O)cc1)CC(=O)N2 (stereo not drawn),115,97,57,.,87,90,104,52,69
CC1(C)CC[C@]2(C(=O)NCc3cn(-c4ccc(F)cc4)nn3)CC[C@]3(C)C(=CC[C@@H]4[C@@]5(C)Cc6c([nH]c7ccccc67)C(C)(C)[C@@H]5CC[C@]43C)[C@@H]2C1,88,99,96,90,88,.,97,87,62
CCCCCc1c(C)[nH]c(/C=C2\N=C(c3ccc[nH]3)C=C2OCc2ccccc2)c1C,-76*[100 µM],-91*[100 µM],-40*[100 µM],-49*[100 µM],-81*[100 µM],-74*[100 µM],-95*[100 µM],.,-94*[100 µM]
O=C(OC1COC(c2ccccc2)OC1C1OC(c2ccccc2)OCC1OC(=O)c1ccccc1)c1ccccc1 (stereo not drawn),103,98,102,99,104,97,114,101,98

# Sorted by molar mass (falling): 3 of the compounds above.
SMILES,786-0,ACHN,NCI-H460,RXF 393,TK-10,CAKI-1,NCI-H322M,NCI-H522,UO-31
O=C(OC1COC(c2ccccc2)OC1C1OC(c2ccccc2)OCC1OC(=O)c1ccccc1)c1ccccc1 (stereo not drawn),103,98,102,99,104,97,114,101,98
CC(=O)c1c(C)n2c(=O)cc(C)c3c(O)c(O)cc1c32,94,100,111,116,123,120,102,100,87
O=C1CCSC(=S)N1CCc1ccccc1,103,105,103,106,107,96,101,90,86

# Remaining list, next part:
SMILES,786-0,ACHN,NCI-H460,RXF 393,TK-10,CAKI-1,NCI-H322M,NCI-H522,UO-31
CC(C)(C)C(=O)Nc1ccc(C(=O)Nc2cccc(-c3nc4ccccc4[nH]3)c2)cc1,81,87,84,88,100,97,43,108,76
CC1(C)CC(=O)C2=C(O)C(=O)C=CC2(O)O1 (stereo not drawn),95,106,98,100,91,93,97,92,92
O=C1Nc2ccc(F)cc2/C1=C\c1c(-c2ccccc2)nc2ncccn12,97,86,111,113,.,71,87,.,68
CCCN(CCC)CCCOC(=O)c1ccc(N)cc1,99,106,105,108,98,94,106,97,91
Cc1sc(C(NC(=O)OCCn2c([N+](=O)[O-])cnc2C)C(F)(F)Cl)nc1-c1ccc(OC(F)(F)F)cc1 (stereo not drawn),-91*,-99*,-29*,-89*,-92*,-77*,-92*,-86*,-95*
C=C1c2c(Cl)ccc(O)c2C(O)=C2C(=O)[C@]3(O)C(O)=C(C(N)=O)C(=O)[C@@H](N(C)C)[C@@H]3[C@@H](O)[C@H]12,8.2*,.,4.6*,12,7.6*,3.6*,-2.1*,12,4.8*
C/C=C\COc1cc(C)c(Cl)cc1Cl,108,128,103,96,125,99,104,119,85
Cc1ccc(Nc2nc(N)nc(N)c2N)cc1C,103,103,111,124,118,95,97,103,70
O=C(O)/C=C\C(=O)N1C/C(=C\c2ccccc2Cl)C(=O)/C(=C/c2ccccc2Cl)C1,.,20,-41*,-96*,0.5*,1.0*,4.7*,-87*,-65*
C=CCN1C(=O)C2(c3ccccc31)N(C)CC(c1ccc([N+](=O)[O-])cc1)C21SC2=NC3C(NN2C1=O)N(CC)C(=O)N3CC (stereo not drawn),97,100,117,128,97,90,79,83,82
Clc1cccc(Nc2ncnc3ccc(-c4cnc5[nH]ccc5c4)cc23)c1,-20*,47,78,74,14,49,19,34,55
CC[C@H](C)[C@@H](C(=O)OC)n1cc(CNC(=O)[C@H](Cc2ccccc2)NC(=O)OCc2ccccc2)nn1,96,.,100,129,93,77,93,77,72
CCCCCCCCC(=O)c1c(OC)oc(C=O)cc1=O,99,107,103,115,103,90,108,102,92
Oc1c2c(n3cccc13)=c1ccccc1=N2,98,107,110,113,106,90,94,75,71
CC1(C)CC[C@]2(C(N)=O)CC[C@]3(C)[C@H](C(=O)C[C@@H]4[C@@]5(C)CCC(=O)C(C)(C)[C@@H]5CC[C@]43C)[C@@H]2C1,96,98,103,112,105,93,106,82,88
C[C@]12C=CC(=O)NC1CCC1C2CC[C@@]2(C)C1CC[C@@H]2C(=O)Nc1cc(C(F)(F)F)ccc1C(F)(F)F (stereo partly drawn),91,83,95,91,103,72,.,.,76
O=C(O)c1cccc(-c2cccc(C(=O)O)c2)c1,91,109,108,122,112,.,101,98,75
